aDG glyco up – increases alpha dystroglycan glycosylation; activation, % at 10 µM; 360,000 tested, 0.22% active; Pro5-aDG cells, alpha-DG glycosylation AlphaScreen (IIH6); 0% Pro5, 100% B10-LARGE cell signal;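 active = activation of at least 8% versus controls, or a plate z-score of at least 8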;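 note: Pro5 are CHO cells carrying HIG-tagged alpha-DG that lacks glycosylation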
Vif inh – inhibitors of HIV Vif; HEK293T cells, Vif self-association by quenched fluorescence, imaging, 24 h; 340,000 tested, 0.35% active; inhibition, % at 7.49 µM; AID 602346; in the data active = inhibition above about 50%, passing the limit was not always enough; inconclusive = no clear call, values can overlap the other calls; inactive = below about 31%; note: some results filed as inactive read as strong as hits
MC4R ag barr – human MC4R agonism via beta-arrestin. P32245. U2OS MC4R beta-arrestin complementation, luminescence; percent of melanotan II response, DMSO zero. activation, % at 8.9 µM. 360,000 tested, 0.98% active;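 active = activation above a per-plate cutoff, the mean activation of sample wells on that plate plus 3 SD, cut at about 8% in these data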
Exocytosis inh – blocks lytic granule exocytosis. inhibition, % at 10 µM. AID 651702. TALL-104 LAMP-1 surface exposure, flow cytometry; cells stimulated with thapsigargin and PMA. 360,000 tested, 0.66% active;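 active = inhibition above about 55%, limit read from the data; inconclusive = no clear call, values can overlap the other calls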
ABHD5 PLIN5 PPI – ABHD5-PLIN5 protein interaction inhibition; Split G. princeps luciferase complementation, luminescence, 4 h; 360,000 tested, 0.78% active; Q00G26+Q8WTS1; inhibition, % at 4 µM;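 active = inhibition above the mean inhibition across every tested compound plus 3 SD, cut at about 22% in these data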;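 note: 0% = DMSO only wells and the 100% control is not disclosed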
Target sequence (Q00G26 whole entry, looked up): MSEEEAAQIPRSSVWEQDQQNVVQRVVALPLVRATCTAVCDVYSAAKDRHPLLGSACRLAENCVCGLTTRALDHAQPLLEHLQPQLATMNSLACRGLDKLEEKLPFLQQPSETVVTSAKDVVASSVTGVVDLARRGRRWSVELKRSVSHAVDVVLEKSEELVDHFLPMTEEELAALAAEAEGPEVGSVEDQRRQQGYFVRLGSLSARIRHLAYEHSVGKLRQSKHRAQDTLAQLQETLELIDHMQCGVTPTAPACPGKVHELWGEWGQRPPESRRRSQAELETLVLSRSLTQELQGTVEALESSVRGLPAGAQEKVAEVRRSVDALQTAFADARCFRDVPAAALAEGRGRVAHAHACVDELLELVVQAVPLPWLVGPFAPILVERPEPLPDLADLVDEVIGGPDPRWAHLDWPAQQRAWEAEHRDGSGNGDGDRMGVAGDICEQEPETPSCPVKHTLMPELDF
Target sequence (Q8WTS1 whole entry, looked up): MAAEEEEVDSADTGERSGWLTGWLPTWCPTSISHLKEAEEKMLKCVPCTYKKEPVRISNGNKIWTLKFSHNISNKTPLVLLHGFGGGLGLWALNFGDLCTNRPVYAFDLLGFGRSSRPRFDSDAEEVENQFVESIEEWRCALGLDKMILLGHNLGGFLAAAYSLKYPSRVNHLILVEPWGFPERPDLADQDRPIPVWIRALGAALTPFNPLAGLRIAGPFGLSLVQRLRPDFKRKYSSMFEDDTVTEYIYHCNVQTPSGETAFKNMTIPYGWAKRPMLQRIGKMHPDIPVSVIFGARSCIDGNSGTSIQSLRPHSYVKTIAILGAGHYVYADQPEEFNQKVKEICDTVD
MC4R antag cAMP – human MC4R antagonism in cAMP assay | MC4R-expressing cells, MTII-stimulated cAMP, LANCE TR-FRET | inhibition, % at 6.5 µM | 360,000 tested, 0.48% active | AID 540295;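 active = inhibition above its plate's cutoff, the mean of tested wells on that plate plus 3 SD, cut at about 29% in these data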;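 note: 0% = Melanotan II alone and 100% = Melanotan II plus saturating MCL0020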
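Assay system: human MC4R-expressing U2OS cells; reagent: Melanotan II stimulation of cells; dosing: 6.5 µM single dose; timing: compound 30 min, challenge 1 h, detection 1 h; signal: TR-FRET cAMP assay; replicates: one well per compound, no replicates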
ABCB6 inh 2 – blocks the human ABCB6 transporter; Q9NP58; K562-ABCB6 porphyrin accumulation, flow cytometry, 1 h; hits give low values; fluorescence ratio to DMSO, % at 10 µM; 360,000 tested, 0.19% active; AID 602162;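 active = fluorescence ratio to DMSO below 75%, the collection mean minus 3 SD; inconclusive = too few cells collected in the well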;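 note: signal is porphyrin accumulated inside mitochondria; 100% equals median channel fluorescence of DMSO control wells; lower ratio means ABCB6 inhibition with less porphyrin fluorescence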
TLR9-MyD88 block – blocks human TLR9 binding to MyD88. Q9NR96+Q99836. 340,000 tested, 0.21% active. CHO BLA complementation TLR9-MyD88, CCF4 FRET ratio. inhibition, % at 4.98 µM;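 active = inhibition above the mean over all tested compounds plus 3 SD, cut at about 21% in these data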;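 note: 0% = DMSO only wells and 100% = clavulanate BLA inhibitor control wells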
Glyco luc inh – N-linked glycosylation inhibition | D54 ERlucT glycosylation luciferase reporter, 24 h; percent of 100 nM tunicamycin response | reporter increase, % at 12.5 µM | 360,000 tested, 0.23% active;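 active = mean luciferase reporter signal, scaled so untreated is 0 and the glycosylation-blocking control 100, at or above a set limit in every replicate; inconclusive = mean reaches the limit but not every replicate does; inactive = mean below the limit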;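 note: luciferase carries N-glycosylation sites so blocking glycosylation raises the light; 0% = median of neutral control wells and 100% = median of 100 nM tunicamycin wells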
NOD2-RIPK2 inh – blocks binding of human NOD2 to RIPK2; inhibition, % at 4.98 µM; AID 624267; 360,000 tested, 0.38% active; CHO BLA complementation NOD2-RIPK2, CCF4 ratio; O43353; in the data active = inhibition above about 21%;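 note: 0% = vehicle only and 100% = reference blocker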
* hit, by the source's call; ? = inconclusive; . = not tested or not shown. This is a subset; count on the stated rates, not on these rows.

| Structure | aDG glyco up | Vif inh | MC4R ag barr | Exocytosis inh | ABHD5 PLIN5 PPI | MC4R antag cAMP | ABCB6 inh 2 | TLR9-MyD88 block | Glyco luc inh | NOD2-RIPK2 inh |
| --- | --- | --- | --- | --- | --- | --- | --- | --- | --- | --- |
| CCN(CC)C(=O)C1=C(C)N(CCCN2CCCC2=O)C(=O)C(CC(=O)NC2CCCC2)C1 (stereo not given) | 0.3 | -2 | 1.0 | -4 | 2 | 9 | 97 | -2 | 2 | 1 |
| CC12CCC(C(=O)N(c3ccccn3)c3ccccn3)(OC1=O)C2(C)C (stereo not given) | -0.2 | . | 0.0 | 7 | -2 | -3 | 205 | -6 | 1 | 5 |
| O=C(O)CCCCOn1ccnc1 | 0.0 | 14 | -2.0 | -2 | -5 | 0 | 103 | 0 | 2 | 3 |
| O=C(CSc1nc2ccccc2c(=O)n1-c1ccccc1F)N1CCOCC1 | 0.1 | 12 | -3.0 | -5 | 6 | 4 | 98 | 5 | 1 | -3 |
| Cc1cc(C(=O)OC(C)C(=O)Nc2cccc(Cl)c2)on1 (stereo not given) | 0.0 | -1 | -3.8 | 16 | -8 | 14 | 102 | -4 | 2 | -1 |
| CCOC(=O)c1c(-c2ccccc2)[nH]c2ccc(O)cc12 | 0.0 | -7 | 0.8 | ? | 2 | 1 | 94 | 3 | 3 | -11 |
| O=C1OC(c2ccccc2)=N/C1=C\N1CCCCC1 | -0.1 | -5 | 1.7 | 1 | 1 | 8 | 101 | -14 | -3 | 1 |
| C/C(=N\NC(=O)c1nonc1N)c1cccs1 | -0.2 | -2 | -1.8 | -8 | 7 | 8 | 99 | 4 | 4 | -1 |
| CCCc1[nH][nH]c(=O)c1C(c1ccc(Br)cc1)C(C#N)C#N (stereo not given) | -0.2 | . | -1.4 | 1 | 5 | 0 | 85 | 7 | 0 | -10 |
| C=CCn1cc(C(=O)N2CCc3ccccc3C2)c(=O)c2cc(S(=O)(=O)N(CC)CC)ccc21 | 0.1 | -7 | 1.2 | -2 | 0 | 11 | 90 | -3 | 1 | 7 |
| Cc1oc2ccc(NS(=O)(=O)c3ccc(F)cc3)cc2c1C(=O)O | 0.2 | 12 | 0.0 | 2 | 2 | 5 | 97 | -9 | 2 | -16 |
| CN(Cc1ccccc1)S(=O)(=O)c1ccc2c(c1)n(C)c(=O)n2C | -0.3 | 14 | -1.4 | 7 | 4 | 6 | 100 | -1 | 2 | -1 |
| C[C@H](CO)N1C[C@H](C)[C@@H](CN(C)Cc2ccc(Cl)c(Cl)c2)Oc2c(NC(=O)c3ccncc3)cccc2C1=O | -0.1 | 4 | -0.6 | 7 | 1 | 6 | 93 | -13 | -3 | 1 |
| O=c1oc2ccccc2c(Nc2cccc3ccccc23)c1[N+](=O)[O-] | 0.7 | -15 | 0.8 | -2 | 7 | -29 | 83 | 11 | -1 | 10 |
| CCCn1cnc2c(SCc3ccccc3F)nc(N)nc21 | 0.0 | 3 | -1.1 | 16 | 1 | -2 | 101 | -10 | -8 | -3 |
| Cc1cccc(-n2c(N)c(-c3nc4ccccc4n3C)c3nc4ccccc4nc32)c1 | 1.9 | 18 | 2.5 | 1 | 2 | 2 | 89 | 18 | 1 | 14 |
| C#CCN1C(=O)C2(OCCO2)c2ccccc21 | 0.0 | 0 | -1.8 | 10 | 7 | 8 | 98 | 7 | -1 | -1 |
| CCOC(=O)C(=O)/C(=C\N(C)C)c1onc(-c2c(Cl)cccc2Cl)c1C(=O)OC | 0.0 | 5 | 0.3 | 2 | 7 | 8 | 107 | -3 | 3 | 3 |
| CC1CC(C)CN(CCCNC(=O)Cn2ncc3c([nH]c4ccccc43)c2=O)C1 (stereo not given) | -0.5 | 9 | 0.6 | -2 | -5 | 3 | 107 | -3 | 1 | -4 |
| Cc1cccc(NC(=O)c2cccnc2)c1C | 0.0 | 7 | 0.3 | -11 | 9 | -1 | 99 | 18 | 1 | -7 |
| CC(=O)Nc1ccc2nc(SCC(=O)N3CCOCC3)sc2c1 | 0.0 | 0 | -0.9 | -2 | 2 | 14 | 103 | 4 | 1 | 0 |
| Cc1c(NC(=O)c2ccco2)cccc1C(=O)NN1C(=O)c2ccccc2C1=O | -0.1 | 5 | -0.1 | 0 | -4 | 1 | 96 | -1 | 2 | -3 |
| N#Cc1nc(-c2ccccc2Cl)oc1NCc1ccco1 | -0.2 | -6 | 0.5 | 0 | -4 | 15 | 97 | -8 | -1 | -4 |
| CCN(CC)CCN1CNC(=S)N(c2ccccc2OC)C1 | -0.2 | -1 | -1.2 | 0 | -3 | 5 | 95 | . | -1 | 1 |
| CCOC(=O)CCC(=O)N1CCNC(=O)C1 | 0.1 | . | -1.0 | -2 | 2 | 6 | 93 | 11 | 0 | 2 |
| Cc1c(NC(=O)c2cc(=O)[nH]c3ccccc23)c(=O)n(-c2ccccc2)n1C | 0.0 | 7 | 1.0 | -2 | 2 | -4 | 95 | 6 | -2 | -2 |
| COC(=O)[C@H](CC(C)C)NC(=O)/C=C/[C@H]1O[C@@H](n2cc(C)c(=O)[nH]c2=O)C[C@@H]1O | 0.2 | 3 | . | -2 | -3 | . | 97 | . | 1 | -15 |
| Cc1c(C(=O)N2CCCCC2)c(S(=O)(=O)NCc2ccc(F)cc2)c(C)n1C | 1.2 | 6 | 3.2 | 0 | 0 | 2 | 93 | 1 | 1 | 0 |
| CC(C)CC(=O)Nc1ccccc1-c1nnn(CC(=O)N2CCc3ccccc3C2)n1 | 0.8 | -2 | -1.0 | 2 | -1 | 6 | 94 | -7 | 1 | -5 |
| CCN(CC)C(=O)C12CC3CC(CC(Br)(C3)C1)C2 | -0.2 | -7 | -1.0 | 0 | 4 | 5 | 103 | -2 | 2 | 0 |

The list continues.
| Structure | aDG glyco up | Vif inh | MC4R ag barr | Exocytosis inh | ABHD5 PLIN5 PPI | MC4R antag cAMP | ABCB6 inh 2 | TLR9-MyD88 block | Glyco luc inh | NOD2-RIPK2 inh |
| --- | --- | --- | --- | --- | --- | --- | --- | --- | --- | --- |
| CCN1CCN(c2ccc(S(=O)(=O)N3CCCCC3)cc2NC(=O)C(C)Oc2ccc(F)cc2)CC1 (stereo not given) | 0.2 | . | -1.3 | 1 | -1 | -5 | 96 | -7 | -2 | 10 |
| C/C(=N\OC(=O)Nc1ccc(Cl)cc1)c1ncc(C(F)(F)F)cc1N1CCOCC1 | 0.0 | -17 | -1.0 | -1 | 3 | 12 | 99 | -2 | -2 | 15 |
| CC(C)Oc1ccc(C(=O)Nc2ccc(C(F)(F)F)n(C)c2=O)cc1 | 0.0 | 3 | -3.6 | -1 | -5 | 7 | 103 | 0 | 3 | -2 |
| COC(=O)c1ccc2nc(C3CCCCC3)c(Cc3ccc(OC)cc3C)n2c1 | 0.0 | . | . | 0 | -1 | . | 103 | . | -1 | -1 |
| C[C@@H]1CN([C@@H](C)CO)C(=O)c2cc(NC(=O)c3ccccc3)ccc2O[C@@H](C)CCCCO[C@@H]1CN(C)S(=O)(=O)c1ccc(F)cc1 | -0.1 | -3 | -0.6 | 6 | -5 | 7 | 100 | -14 | -2 | 3 |
| CN(CCCNC(=O)c1ccc(N2CCCC2=O)cc1)c1ccccc1 | 1.6 | -6 | -2.7 | 2 | 4 | 8 | 106 | 1 | 0 | -2 |
| COc1ccc(CCNC(=O)CCc2ccsc2)cc1OC | 0.0 | 29 | 0.1 | 6 | 0 | 1 | 96 | 4 | -1 | -6 |
| Cc1cccnc1CCNC(=O)CCc1nnc(CCc2ccccc2)o1 | 3.3* | -3 | -3.3 | -3 | -2 | 3 | 97 | 10 | -1 | 4 |
| Cc1ccc2nsnc2c1N | 0.0 | -11 | -2.8 | 2 | -6 | 15 | 95 | 6 | 2 | -13 |
| Cc1cc(C)cc(-n2nnnc2SCC(=O)Nc2nc(-c3ccc(Cl)cc3)cs2)c1 | 0.0 | -9 | 27* | -1 | 8 | 4 | 98 | -10 | 5 | 0 |
| O=C(Nc1ccccc1)Nc1ccccn1 | 0.0 | 0 | -1.5 | -2 | 5 | 20 | 102 | -1 | 3 | -13 |
| Cc1noc(C)c1COC(=O)CCc1nc2ccccc2s1 | 0.1 | -4 | -1.9 | -2 | -2 | -1 | 99 | 2 | 0 | -3 |
| CCCCN(CCCC)C(=O)c1cc2ccccc2c(=O)o1 | 0.2 | 7 | -3.0 | -1 | -17 | 8 | 97 | -8 | 0 | -3 |
| CCN1CCN(S(=O)(=O)c2cc(OC)ccc2OC)CC1 | 0.0 | 0 | -2.6 | -2 | 3 | 2 | 97 | 0 | 1 | 12 |
| CCOC(=O)C1(C)CCCCCN1C(=O)c1ccccc1F (stereo not given) | -0.1 | 9 | -1.7 | -1 | 2 | 6 | 101 | . | 4 | -4 |
| Cc1cc2c(cc1S(=O)(=O)NCc1ccccc1)n(C)c(=O)c(=O)n2C | -0.1 | 13 | -0.3 | -2 | 2 | 1 | 104 | 9 | 1 | -2 |
| Cc1ccc(C(=O)NC2CCC(C)CC2)o1 (stereo not given) | 0.2 | 6 | 4.2 | 1 | 17 | -7 | 92 | -1 | -1 | 4 |
| C=CC[C@@H](CC(=O)N(CCO)Cc1ccccc1)C(=O)N[C@H](COC(=O)[C@@H](CC=C)CC(=O)OC(C)(C)C)c1ccccc1 | 0.3 | 2 | -0.3 | 5 | -3 | 0 | 91 | -10 | -4 | 0 |
| O=C1CC(=O)N(Cc2ccco2)C(=O)N1 | -0.4 | 7 | -3.0 | 0 | 4 | 0 | 105 | 12 | 1 | -11 |
| Cc1oc2ccc(O)cc2c1C(=O)c1ccc([N+](=O)[O-])cc1 | 0.0 | 0 | -0.9 | -1 | -3 | -1 | 97 | 1 | -3 | 4 |
| O=C(NCC(=O)N1CCCC1)c1ccc(Br)o1 | -0.2 | -6 | -1.9 | 2 | 7 | 2 | 103 | 6 | 1 | 11 |
| Cc1cc2nnc(SC3CCCCN(C(=O)c4ccc(F)cc4)C3=O)n2c2ccccc12 (stereo not given) | 0.6 | 10 | -2.3 | -1 | 0 | 12 | 98 | -2 | 2 | -10 |
| COc1cccc(CNC(=O)c2cccc(S(=O)(=O)N3CCN(c4ccc(F)cc4)CC3)c2)c1 | 0.2 | -6 | -0.9 | 5 | -1 | 3 | 93 | -4 | -4 | -7 |
| O=C(CNCC1CCCO1)Nc1ccccc1N1CCCCCC1 (stereo not given) | 0.1 | -4 | -1.2 | 5 | 3 | 5 | 88 | -5 | -1 | -13 |
| CNc1nc(-c2ccccc2)cc(C(F)(F)F)c1C#N | 0.4 | 7 | 1.1 | 0 | 9 | 10 | 97 | 2 | 3 | -1 |
| CCN(CC)C(=O)C1=C(C)N(CCC2=CCCCC2)C(=O)C(CC(=O)NCCCN(C)C)C1 (stereo not given) | 0.1 | . | -0.2 | -3 | 8 | 1 | 100 | -3 | 1 | 4 |
| CC(C)(C)OC(=O)NCCc1nnc(SCc2ccc(Cl)cc2Cl)o1 | 0.0 | -3 | 3.8 | 1 | 0 | 7 | 88 | -1 | -3 | -4 |
| COc1ccc(-c2ccc3c(c2)[C@@H]2C[C@H](N(C)C(=O)C(C)(C)C)[C@H]([C@H](C)O)C(=O)N2CC3)cc1 | 0.8 | -3 | 1.4 | -2 | 6 | 23 | 103 | -8 | 1 | -11 |

Screening data as filed in PubChem BioAssay.
